GPR55 LPI antagonism = GPR55 antagonists blocking LPI-driven arrestin recruitment, primary screen, imaging, U2OS, beta-arrestin-GFP, LPI agonist (AID 2013); one-dose inhibition, % at 10 µM; IC50 in µM for titrated hits; 290,000 compounds, 0.13% hits; U2OS GPR55 beta-arrestin-GFP translocation imaging, LPI antagonism; higher % means a stronger effect;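 active = spots per cell inhibited over 60%, with over 100 cells counted and total cytoplasm intensity under 500,000; inconclusive = wells with under 100 cells, flagged as likely toxic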;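 also: U2OS cells stably carrying GPR55 and arrestin-GFP stimulated by 5 µM LPI near EC80; imaged beta-arrestin-GFP aggregate spots per cell after agonist stimulation; plate controls were LPI-stimulated DMSO wells for no effect and DMSO wells without LPI for full effect; some results filed as inactive read as strong as hits; confirmed hits need IC50 under 10 µM and bright autofluorescent wells are also inconclusive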
HIV fusion peptide = cell-free HIV fusion peptide-binding blockers – biochemical, uHTS, fluorescence dequenching, primary screen (AID 1986); cell-free peptide binding, fluorescence dequenching, 30 min; higher % means a stronger effect; inhibition, % at 20 µM; hits with a dose series show IC50 in µM; 290,000 compounds, 0.3% hits; in the data active = inhibition mostly above about 52%, no sharp cut-off; inactive = mostly below about 76%; also: some results filed as inactive read as strong as hits
GPR35 arrestin U2OS = inhibition of zaprinast-stimulated GPR35 beta-arrestin translocation – imaging, U2OS, beta-arrestin-GFP, zaprinast agonist, primary screen (AID 2058); 290,000 compounds, 0.052% hits; U2OS GPR35 beta-arrestin-GFP translocation imaging, zaprinast antagonism; higher % means a stronger effect; inhibition, % at 10 µM, or IC50 in µM where a hit was titrated;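 active = inhibition of at least 50% with at least 30 cells and total cytoplasm GFP at most 10,000,000; inconclusive = under 30 cells or total GFP of 10,000,000 plus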
NTR1 agonist = agonists of NTR1, primary screen, imaging, U2OS cells, beta-arrestin-GFP, high content (AID 493036). 330,000 compounds, 0.17% hits. NTR1-U2OS beta-arrestin-GFP spot imaging, agonist mode. P30989. activation, % at 20 µM;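 active = activation at or above 40% of the spot to cytoplasm intensity ratio, with at least 20 cells analyzed; inconclusive = wells under 20 cells, flagged as cytotoxic or low count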;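 also: 0% = DMSO without peptide and 100% = 100 nM NTR1 peptide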
Target sequence (P30989 whole entry, looked up): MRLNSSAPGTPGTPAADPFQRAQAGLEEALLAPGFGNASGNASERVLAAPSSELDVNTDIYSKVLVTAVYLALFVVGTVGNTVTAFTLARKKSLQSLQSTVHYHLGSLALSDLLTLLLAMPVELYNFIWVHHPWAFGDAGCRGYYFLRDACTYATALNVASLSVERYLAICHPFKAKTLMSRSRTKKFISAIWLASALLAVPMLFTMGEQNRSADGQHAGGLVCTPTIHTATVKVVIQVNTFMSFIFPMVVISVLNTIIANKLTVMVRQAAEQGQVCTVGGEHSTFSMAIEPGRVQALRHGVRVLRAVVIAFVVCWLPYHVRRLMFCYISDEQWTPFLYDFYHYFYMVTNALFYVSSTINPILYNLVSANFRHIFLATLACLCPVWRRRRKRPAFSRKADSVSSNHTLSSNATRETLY
PhoP inhibition = inhibitors of PhoP regulon expression, primary screen, Salmonella Typhimurium, GFP reporter (AID 1863) | S. Typhimurium PhoP-regulated promoter GFP reporter, 4 h; higher % means a stronger effect | inhibition, % at 50 µM, or IC50 in µM where a hit was titrated | 300,000 compounds, 0.16% hits;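 active = inhibition over 29.93%, a cutoff 3 SD above the screen mean, later confirmed by dose response; inconclusive = inhibition over 29.93% but no dose response follow-up; inactive = inhibition at most 29.93% or unconfirmed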;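 also: 0% = low Mg2+ inducing control and 100% = high Mg2+ repressing control; strong numbers were not always called active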
LYP phosphatase = PTPN22 lymphoid phosphatase activity blockers – biochemical, fluorescence intensity, uHTS (AID 1779); recombinant LYP phosphatase, fluorescence intensity; higher % means a stronger effect; inhibition, % at 11.5 µM, or IC50 in µM where a hit was titrated; 290,000 compounds, 0.054% hits; in the data active = inhibition above about 50%;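 also: plate controls were vehicle with enzyme for no effect and no enzyme for full effect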
Myeloid diff MLP = compounds promoting myeloid differentiation; 360,000 compounds, 1% hits; ER-HoxA9 myeloid progenitors, lysozyme-GFP differentiation, flow cytometry; calls only at 10 µM;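 active = normalized GFP-positive differentiation at or above the plate's own cutoff, the solvent-only control mean plus 3 SD; inconclusive = no clear call, values can overlap the other calls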;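 also: cells exposed to compound for four days before flow analysis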
SIAH1 antagonists = blockers of Siah-1 interaction with plectin peptide – biochemical, fluorescence polarization, rhodamine-plectin, uHTS, primary screen (AID 1817); Siah-1 / rhodamine-plectin peptide fluorescence polarization; higher % means a stronger effect; 290,000 compounds, 0.02% hits; displacement, % at 20 µM; hits with a dose series show IC50 in µM;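 active = displacement of at least 50% at 20 µM, with a fluorescence ratio check between 0.3 and a set limit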;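 also: plate controls were Siah plus tracer with DMSO for no effect and tracer alone without Siah for full effect; strong numbers were not always called active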
Rac1 GTP hydrolysis = MgcRacGAP GTPase-activating activity inhibitors, confirmation, biochemical, ADP Hunter fluorescence | one-dose inhibition, % at 30 µM; IC50 in µM for titrated hits | MgcRacGAP-stimulated Rac1 GTP hydrolysis, ADP Hunter fluorescence; higher % means a stronger effect; GST-tagged Rac1 F28L mutant substrate | 340,000 compounds, 0.6% hits;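 active = first-screen hits whose inhibition reached a set limit at any dose in the follow-up dose series; inconclusive = inhibition above the set first-screen limit but never retested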;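 also: fluorescence reports GDP produced by GAP-driven GTP hydrolysis; strong numbers were not always called active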
NTR1 agonist cell count 20 µM = second read-out of NTR1 agonist, no call of its own (marks repeat the call); cell count; measured here: cell count, cytotoxicity flag
Myeloid diff MLP GFP+ MAC1+ % = further read-out of Myeloid diff MLP, marked with its call; GFP+ MAC1+ double positive, %; measured here: differentiation confirmed by MAC1 staining
* hit, by the source's call; i = inactive; ? = inconclusive; / = no result given; + = active, no number.

molecule	GPR55 LPI antagonism	HIV fusion peptide	GPR35 arrestin U2OS	NTR1 agonist	NTR1 agonist cell count 20 µM	PhoP inhibition	LYP phosphatase	Myeloid diff MLP	Myeloid diff MLP GFP+ MAC1+ %	SIAH1 antagonists	Rac1 GTP hydrolysis
O=C(O)C1C2C=CC(C2)C1C(=O)NCc1ccccn1 (centres undefined)	7.5%	3.3%	-7.2%	0.2	45	-4.9%	-8.5%	/	/	0.7%	/
COCCn1c(SCc2nnc(-c3ccc(OC)c(OC)c3)o2)nnc1-c1ccncc1	13.3%	1.0%	13.6%	2.9	67	-6.9%	-4.4%	i	0.4	3.2%	10.8%
O=C1COc2ccccc2CN1	-2.9%	-3.4%	11.7%	-0.6	54	3.3%	-4.3%	i	1.0	1.1%	6.3%
O=C(CSc1nc(-c2ccccc2)c(-c2ccccc2)[nH]1)NCC1CCCO1 (centres undefined)	39.9%	1.2%	-6.7%	1.0	61	0.2%	-7.0%	i	0.7	8.4%	3.5%
CC(C)(C)C1CCC(C(=O)NNC(=O)c2ccncc2)CC1 (centres undefined)	/	/	/	-0.3	79	9.7%	/	i	0.1	/	-6.5%
CCOc1ccc(NS(=O)(=O)c2ccc3[nH]c(=O)c(=O)[nH]c3c2)cc1	-5.9%	-0.7%	-13.0%	-1.0	20	7.9%	1.3%	i	0.2	-3.4%	/
CN1CCc2c(sc3c2C(=O)NC(c2ccc4c(c2)OCO4)N3)C1 (centres undefined)	4.7%	0.4%	20.6%	-0.4	47	/	-1.1%	i	1.1	-5.3%	-5.9%
Cc1ccc2nc(/C(C#N)=N/O)[nH]c2c1	1.9%	1.1%	-5.7%	-1.0	46	-14.6%	6.4%	i	0.5	0.4%	7.8%
CCNC(=O)CC1C(=O)N(c2ccc(C)cc2)C(=O)N1CCC(C)C (centres undefined)	13.0%	-0.6%	-2.6%	0.8	88	4.4%	-4.5%	i	0.6	0.2%	/
O=C(Cn1nnc2ccccc21)Nc1ccc([N+](=O)[O-])cc1	3.2%	-0.7%	3.9%	0.9	59	-4.1%	-4.6%	i	0.3	1.4%	-0.1%
Cc1cccc(N2CCN(C(=S)c3ccccc3)CC2)c1	5.1%	-3.1%	-2.4%	-0.4	92	6.5%	-7.1%	i	0.6	4.1%	14.5%
CCn1c(SCc2ccc(F)cc2)nnc1-c1nn(-c2ccccc2)ccc1=O	-2.3%	-2.0%	-6.8%	1.6	48	0.0%	-2.5%	i	0.7	0.3%	5.5%
CS(=O)(=O)Nc1ccccc1C(=O)Nc1ccc2c(c1)OCCO2	17.6%	-1.0%	-0.5%	-2.0	80	-2.8%	-0.5%	+	4.2*	4.7%	-3.6%
O=C(c1ccc(N2CCC3(CC2)OCCO3)c([N+](=O)[O-])c1)N1CCOCC1	4.1%	-0.5%	-6.1%	2.3	48	-3.5%	-2.5%	i	0.3	2.8%	5.9%
O=C1CC(c2ccccc2)CC(O)=C1C=NCc1ccccc1Cl (centres undefined)	-9.8%	0.5%	8.5%	1.8	32	-4.6%	-2.5%	i	10.6	3.3%	14.6%
COc1ccc(-c2csc(Nc3ncccc3C)n2)cc1OC	-9.3%	1.0%	7.3%	8.2	44	4.3%	-6.3%	i	1.3	-3.7%	11.2%
O=C(Cc1ccc(Cl)cc1Cl)NC1CCCCCC1	-3.1%	-0.5%	-16.3%	0.0	59	2.3%	-4.7%	+	0.8*	1.5%	-3.3%
CCOC(=O)c1c(C)[nH]c(C(=O)COC(=O)COc2ccccc2C=O)c1C	-6.0%	4.3%	-9.0%	1.9	41	-7.8%	2.7%	i	0.5	3.2%	4.8%
Nc1ccc2c(c1)C(=O)N(c1cccc3ccccc13)C2=O	-21.8%	-0.2%	15.1%	3.1	74	-2.6%	-7.4%	/	/	-1.0%	5.0%
COC(=O)c1ccccc1NC(=O)Nc1c(C)n(C)n(-c2ccccc2)c1=O	12.3%	-0.9%	0.9%	0.1	73	-4.2%	-5.4%	?	/	7.7%	2.3%
Cc1ccnc(SCC(=O)O)n1	-9.2%	2.7%	11.4%	-0.5	53	-2.4%	-3.7%	i	6.3	3.7%	1.4%
Cc1nc2ccc(S(=O)(=O)NCC(=O)Nc3cccc(F)c3)cc2s1	-21.8%	-1.4%	-4.0%	2.9	39	0.7%	-6.3%	i	0.3	4.4%	6.2%
COc1ccc(C(C[N+](=O)[O-])c2c(C)[nH]n(-c3ccccc3)c2=O)cc1 (centres undefined)	3.3%	-2.9%	-5.4%	42.3*	82*	1.0%	-7.1%	i	0.0	6.1%	12.6%
Fc1cccc(Nc2ncnc3sccc23)c1	7.0%	-2.2%	7.0%	-0.1	86	-7.7%	-7.8%	i	0.2	-2.6%	12.0%
COc1ccc(NS(=O)(=O)c2cccc(C(=O)NCC(c3ccc(OC)cc3)N3CCOCC3)c2)cc1 (centres undefined)	17.0%	0.3%	-7.4%	1.2	62	1.3%	-12.4%	i	1.3	1.6%	4.0%
OCC1(CCCc2ccccc2)CCN(C2CCSCC2)CC1	22.8%	-1.6%	1.1%	-1.4	86	-1.8%	-0.1%	i	0.1	0.6%	0.2%
COc1ccc(NC(=O)c2cc3c(Cl)nc4ccccc4c3s2)cc1OC	-3.4%	-3.0%	-8.4%	13.9	63	-11.1%	-0.6%	i	0.5	-9.9%	5.6%
CCCCNC(=O)CC1NCCNC1=O (centres undefined)	2.0%	-0.2%	11.5%	-0.4	49	-1.9%	-24.8%	i	0.1	-5.0%	3.7%
O=C(O)c1ccc(NS(=O)(=O)c2cccc3nsnc23)cc1	10.1%	1.7%	-12.9%	-0.5	56	-2.2%	-3.9%	i	2.9	-0.9%	9.1%
CCOC(=O)c1c(C)oc2c1C(=O)c1ccccc1C2=O	-8.3%	-2.7%	-10.9%	-1.3	94	4.6%	-1.0%	/	/	0.3%	5.7%
C=CCNC(=O)NC(=O)COC(=O)CCCSc1nc2ccccc2[nH]1	-9.9%	-0.3%	-3.2%	-2.1	74	-6.2%	-11.4%	i	1.2	2.2%	3.7%
NC(=O)C1CCN(c2ccc(S(=O)(=O)N3CCC(Cc4ccccc4)CC3)cn2)CC1	13.0%	-0.1%	0.4%	-1.5	64	2.1%	0.5%	i	0.4	5.1%	1.3%
CC(=O)c1ccc(N2CCN(CC(=O)N(CC(C)C)c3c(N)n(CC(C)C)c(=O)[nH]c3=O)CC2)cc1	12.9%	-0.5%	-14.4%	-0.6	53	-5.1%	4.5%	i	0.4	-2.9%	4.8%
Cc1ccc(CC(=O)Nc2ccncc2)cc1	5.7%	-2.1%	11.5%	2.4	62	8.5%	-3.9%	i	0.2	-3.4%	4.9%
O=C(NCc1ccc2c(c1)OCO2)c1ccccc1	11.2%	-0.3%	3.0%	-2.2	45	3.8%	0.3%	i	0.8	4.9%	7.7%
CC1=NN(C(=O)COc2ccccc2)C(O)(c2cccnc2)C1 (centres undefined)	-2.5%	-0.9%	7.3%	-1.6	103	-3.9%	-3.2%	i	0.3	5.1%	4.6%
CC(/C(O)=C(\C#N)c1nc2ccccc2n1C)N1C(=O)c2ccccc2C1=O (centres undefined)	-9.3%	-1.4%	10.8%	/	/	0.3%	-3.0%	/	/	-3.8%	/
O=C(O)c1ccc2oc(SCC(=O)N3CCCCC3)nc2c1	3.7%	-1.1%	2.7%	-1.1	93	-6.2%	-1.6%	i	0.8	-0.3%	3.5%
O=C(NC(=S)NC(CO)Cc1ccccc1)c1ccc(F)cc1 (centres undefined)	-0.9%	2.8%	-0.6%	0.3	59	-2.4%	-7.3%	i	1.7	13.8%	2.9%
O=S(=O)(c1ccc(N2CCN(S(=O)(=O)c3ccc4c(c3)OCCO4)CC2)nc1)N1CCCC1	/	/	/	-2.1	88	-4.9%	/	i	1.0	/	5.5%
COc1ccc(C2CC(c3ccc(OC)cc3)n3nc(NC(=O)c4ccco4)nc3N2)cc1 (centres undefined)	13.3%	-1.6%	-7.6%	-1.5	52	0.8%	-4.0%	i	1.9	-3.7%	2.4%
COc1ccc(CNC(=O)CSc2nccn(-c3ccc(F)c(F)c3)c2=O)cc1	/	/	/	1.4	66	1.5%	/	i	0.6	/	15.0%
COc1ccc(NC(=O)CN2CCC(C(N)=O)CC2)cc1	-4.0%	-0.1%	-1.6%	-6.5	88	-11.8%	-2.1%	i	1.4	-5.7%	1.3%
COC(=O)c1ccc(NC(=S)NC2CC2)cc1	19.0%	0.9%	-14.8%	-0.5	46	5.9%	2.1%	i	1.7	0.8%	3.4%
Cc1c(C(=O)N(Cc2ccccc2)C(C)C)cnn1-c1ccccc1	23.0%	-1.2%	-6.0%	-0.6	50	-9.0%	-8.8%	i	0.5	10.0%	4.3%
S=C(N/N=C/c1ccc2ncccc2c1)Nc1cccnc1	3.6%	-0.6%	-0.2%	3.2	53	-3.7%	3.8%	i	0.1	4.1%	9.1%
CCCN(CCC)Cc1cc2ccccc2c2c1COC2	9.4%	1.9%	9.4%	-0.5	33	3.1%	-12.2%	i	0.5	0.1%	14.5%
O=C(NC(=S)NCCCN1CCOCC1)c1ccc([N+](=O)[O-])cc1	-1.3%	-0.1%	23.9%	-0.9	65	-0.4%	3.3%	i	0.4	-0.1%	6.5%
COc1cc(NC(=S)N2CCC(C(N)=O)CC2)cc(OC)c1	3.3%	1.6%	-3.7%	-0.1	58	-2.8%	-7.3%	i	0.5	2.3%	10.5%
Cc1cccc(CCNS(=O)(=O)c2ccc(S(=O)(=O)N3CCCCC3)cc2)c1	-5.2%	-0.2%	-6.8%	-1.9	70	-4.4%	-8.8%	i	6.3	-4.1%	11.1%
CC(C)c1cc(C(=O)N2CCCC(Nc3ccc(F)cc3)C2)n[nH]1 (centres undefined)	-1.6%	-1.2%	6.2%	0.7	49	3.9%	-8.5%	i	1.3	-0.9%	7.2%
Oc1ccc(Cl)cc1-c1cc(C(F)(F)C(F)F)nc(-c2ccccc2)n1	4.0%	0.0%	-2.6%	6.9	86	13.0%	1.8%	i	1.8	-1.5%	5.1%

Assay outcomes deposited in PubChem BioAssay by several laboratories.
